FUS yeast rescue: FUS proteinopathy suppression in yeast | S. cerevisiae FUS-expressing, growth rescue, OD600, 24 h | Potency, µM (top dose mostly 76.6 µM), inactives show top-dose growth rescue (activation), hits mostly activators | actives 0.24% (n = 390,000);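 also: potency is read from the fitted curve at half-maximal effect; plate controls were DMSO vehicle for no effect and reference control for full effect; nearly all actives have a fitted effect of over 55% in size; some results filed as inactive show a strong effect at the top dose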
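Compound concentration series was pinned onto galactose-induced FUS-expressing yeast seeded at OD 0.005. Plates sat 24hr at 30C; absorbance at 600 nm gave growth. DMSO served as background control.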
TDP-43 yeast inh: rescues yeast growth from TDP-43 toxicity; TDP-43 expressing yeast growth rescue, BacTiter-Glo, 24 h; actives 1.8% (n = 410,000); Potency, µM (series often up to 46.1 µM), for the others: top-dose growth rescue (activation), usual class: activators; AID 652104; also: potency is read from the fitted curve at half-maximal effect; % of control where 0% means no effect; nearly all actives have a fitted effect of over 50% in size
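Readout is BacTiter-Glo luminescence of cell growth, so inhibitors register as activators. TDP-43-expressing yeast at OD600=0.02 in galactose medium, after raffinose pregrowth to mid-log, were incubated with compound for 24 hr at 30 deg C.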
PTHR1 agonist: agonists of human PTHR1 parathyroid hormone receptor; actives 0.075% (n = 410,000); Potency, µM (doses to about 115 µM), for inactives: at the highest dose activation, hits mostly activators; AID 743266; HEK293 GP2 PTHR1 cells, GloSensor cAMP luminescence, 1 h; Q03431; also: potency is read from the fitted curve at half-maximal effect; nearly all actives have a fitted effect of over 55% in size; some results filed as inactive show a strong effect at the top dose; inactives centre near -15; many of its hits are not listed in these tables
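HEK-293-derived GP2 cells expressing PTHR1 and a GloSensor cAMP reporter, 3,000/well, plated overnight, given luciferin plus IBMX (each 0.5 mM as added) for 1 h at 37 °C, then compound for 1 h at 37 °C. Luminescence was read after 15 min at room temperature.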
GLP1R inv ag: inverse agonists of human GLP-1 receptor | HEK293 GLP-1R CRE-luciferase, luminescence, 24 h; GLP-1R form is constitutively active | AID 624417 | Potency, µM (series often up to 38.3 µM), without a hit: top-dose activity change, negative = inhibition, most hits filed as inhibitors | P43220 | actives 1.6% (n = 410,000); also: potency is read from the fitted curve at half-maximal effect; % is scaled to controls: 0 for no effect and ±100 for the full control effect; nearly all actives have a fitted effect of over 55% in size
Target sequence (P43220 whole entry, looked up): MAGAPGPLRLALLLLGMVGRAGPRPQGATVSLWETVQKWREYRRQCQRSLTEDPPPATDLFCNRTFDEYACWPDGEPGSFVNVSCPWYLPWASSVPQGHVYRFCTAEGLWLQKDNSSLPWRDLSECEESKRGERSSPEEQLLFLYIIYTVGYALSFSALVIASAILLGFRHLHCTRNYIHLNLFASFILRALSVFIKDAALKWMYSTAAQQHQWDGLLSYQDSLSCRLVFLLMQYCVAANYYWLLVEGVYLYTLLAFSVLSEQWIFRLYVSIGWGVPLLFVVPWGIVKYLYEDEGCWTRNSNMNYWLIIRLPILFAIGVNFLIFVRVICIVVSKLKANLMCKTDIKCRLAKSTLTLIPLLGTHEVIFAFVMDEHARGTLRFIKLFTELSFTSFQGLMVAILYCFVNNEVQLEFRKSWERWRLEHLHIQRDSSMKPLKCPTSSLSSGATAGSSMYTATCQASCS
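Seeding at 200 cells/uL, 12 h culture, 24 hr compound treatment, then luciferase reagent and a luminescence read; cells are HEK293 stably expressing a constitutively active GLP-1R plus cAMP-responsive luciferase.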
GLP-1R agonist: activates the human GLP-1 receptor; P43220; HEK293 GLP-1R CRE-luciferase, luminescence, 4-6 h; cells express a hypersensitive GLP-1R form; Potency, µM (doses to about 45.6 µM), without a hit: at the highest dose activation, usual class: activators; actives 0.007% (n = 380,000); AID 624172; also: potency is read from the fitted curve at half-maximal effect; % of control where 0% means no effect
D3 antag: antagonists of human D3 dopamine receptor; P35462; D3R cells, DiscoveRx beta-arrestin luminescence, antagonist mode; stronger effect = lower value; max response, negative = inhibition, %; actives 2.5% (n = 360,000); in the data active = max response below about -50%; inconclusive = no clear call, values can overlap the other calls; also: % is scaled to controls: 0 for no effect and ±100 for the full control effect; mostly tested at two doses, the higher about 12 µM
Target sequence (P35462 whole entry, looked up): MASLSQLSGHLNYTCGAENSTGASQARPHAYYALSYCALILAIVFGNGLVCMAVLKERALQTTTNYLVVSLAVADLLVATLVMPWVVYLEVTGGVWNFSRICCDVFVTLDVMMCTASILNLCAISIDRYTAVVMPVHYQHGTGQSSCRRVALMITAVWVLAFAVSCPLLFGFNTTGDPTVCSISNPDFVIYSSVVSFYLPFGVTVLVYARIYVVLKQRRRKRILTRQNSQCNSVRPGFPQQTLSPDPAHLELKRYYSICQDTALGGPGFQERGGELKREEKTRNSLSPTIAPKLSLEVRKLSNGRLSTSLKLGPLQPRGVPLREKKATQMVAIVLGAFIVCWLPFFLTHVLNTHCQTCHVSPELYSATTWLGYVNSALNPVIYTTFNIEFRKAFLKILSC
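Cells expressing the human receptor were seeded at 1500 cells/well, incubated overnight at 37 degrees C in 5% CO2, then exposed to library compounds with dopamine controls for 90 minutes at 37 degrees C before luminescent detection.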
Akt phos inh: inhibitors of Akt phosphorylation; AID 651550; Neuro2A IGF-stimulated pAkt S473 HTRF, 20 min; stronger effect = lower value; actives 0.32% (n = 360,000); activity change, % for hits at 50 µM; in the data active = activity change below about -80%; inconclusive = mostly about -51% to -80%; also: % is scaled to controls: 0 for no effect and ±100 for the full control effect
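Neuro2A cells (4,500/well, DMEM with 0.5% FBS) were treated with compound at a single 50 µM final concentration, stimulated with 6 nM IGF for 20 min at 37 °C, and lysed. Phospho-Akt Ser473 was read by HTRF as 665/615 ratio ×10^4.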
aSyn yeast inh: alpha-synuclein toxicity inhibition in yeast; AID 652106; Potency, µM (top dose mostly 46.1 µM), for the others: at the highest dose growth rescue (activation), hits mostly activators; actives 0.14% (n = 370,000); Yeast expressing alpha-synuclein, growth rescue, BacTiter-Glo, 24 h; also: potency is read from the fitted curve at half-maximal effect; % of control where 0% means no effect; nearly all actives have a fitted effect of over 65% in size
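Galactose-induced alpha-syn yeast (OD600=0.02, raffinose-pregrown) + pinned cpd, 24 hr, 30 deg C; growth by BacTiter-Glo luminescence. Growth restoration scores as activation.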
Abeta yeast res: restores growth of yeast expressing A-beta42 peptide | Potency, µM (doses to about 46.1 µM), for the others: at the top dose growth rescue, actives largely listed as activators | yeast expressing A-beta42, growth rescue, OD600, 48 h; response scale: 0% DMSO, 100% iron-clioquinol control | actives 0.063% (n = 410,000); also: potency is read from the fitted curve at half-maximal effect; nearly all actives have a fitted effect of over 55% in size
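Yeast A-beta toxicity model in growth medium with pinned compounds, 48 h at 30 C; growth read as absorbance at 600 nm. Normalized to FeCl3/clioquinol equimolar mix (positive) and DMSO (negative).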
The depositor's hits bear a star; i = inactive; ? = inconclusive; . = not tested or not shown; & = joins results of further samples; [ ] = dose if it differs, or a comment. Unless noted, calls follow the shape of the dose curve; as a rule, active = well fitted curve in the direction sought with a large enough effect; inconclusive = small, poorly fitted or top-dose-only effect, or another doubt; inactive = no such curve, though single readings can be large; an effect the other way counts as inactive or inconclusive. These rows are one share of the data. The share of hits here may be higher or lower than overall.

SMILES	FUS yeast rescue	TDP-43 yeast inh	PTHR1 agonist	GLP1R inv ag	GLP-1R agonist	D3 antag	Akt phos inh	aSyn yeast inh	Abeta yeast res
CCOc1ccc2[nH]c3c(NCCN(CC)CC)ncnc3c2c1	15%	-6%	i	?	4%	5	i	4%	-13%
CCn1c(SCC(=O)Nc2nc3ccccc3s2)nnc1-c1ccc(Br)cc1	5%	7%	17%[57.5 µM]	-13%	-3%	9	-89%*	0%	2%
Cc1cccc(-c2nnc(SCC#N)n2-c2cccc(Cl)c2)c1	32%	30%	-1%[57.5 µM]	?	8%	-9	i	14%	18%
COc1ccc(C(=O)NCC(=O)N/N=C/c2cccnc2)cc1	1%	0%	-30%	7%	-3%	-2	i	-12%	2%
Cc1csc(N2C(=O)C3C4CCC(O4)C3C2=O)n1 (configuration not stated)	.	8%	i	19%	0%	34	i	5%	-7%
COc1cccc(CN(C)CC(=O)NCc2ccccc2Cl)c1OC	-16%	-1%	-91%[inhibitor]	?	15%	10	i	5%	-9%
Cc1oc(C(C)(C)C)cc1C(=O)Nc1ccc2c(c1)OCO2	25%	23%	-67%[inhibitor]	?	15%	0	i	-12%	-3%
Cn1cc(SCC(=O)NC2CCCC2)c2ccccc21	-4%	21%	i	-6%	-4%	4	i	0%	-2%
CN(C(=S)NC1CCCCC1)C1(c2ccccc2Cl)CCCCC1=O (configuration not stated)	16%	-11%[9.22 µM]	i	?	4%	1	i	1%	?
C=CCNC(=O)COc1c(C)ccc(C)c1C	-10%	20%	-36%	-18%	15%	-3	i	-1%	10%
COc1ccc(C)cc1NC(=O)c1ccc(NS(=O)(=O)c2c(C)noc2C)cc1	1%&37%	0%&4%	-3%	9%&-23%	5%&-1%	3	i	5%	13%&-2%
CCOC(=O)C1CCN(CC(=O)N2C(C)CCCC2C)CC1 (configuration not stated)	-2%	-5%	-4%	-17%	-11%	25	i	1%	-6%
CCc1nn2c(=O)cc(COC(=O)c3ccc(NC(=O)c4cccs4)cc3)nc2s1	-5%	10%	i	9%	.	.	.	.	-5%
Cc1nc2ccccn2c(=O)c1NC(=O)c1cccs1	3%	-15%	-18%	12%	0%	17	i	1%	-8%
Cc1ccc(N2CC(C(=O)NC3=NCCS3)CC2=O)cc1C (configuration not stated)	1%	10%	i	0%	2%	0	i	0%	-7%
CCOc1ccccc1N(C(=O)CNC(=O)c1ccco1)C(C(=O)NC(C)(C)C)c1ccncc1 (configuration not stated)	27%	-2%	i	7%	-2%	-15	i	-3%	2%
COc1cccc(C(=O)Nc2ccc(N3CCN(C(=O)c4ccco4)CC3)cc2)c1	31%	21%	i	?	5%	-3	i	1%	14%
CC(C)NC(=O)Cn1c(=O)cnc2ccccc21	-15%	20%	i	21%	-5%	-2	i	3%	?
CCc1cccc(OCC(=O)Nc2ccc(S(=O)(=O)Nc3ncccn3)cc2)c1	8%	8%	i	0%	.	.	.	.	-7%
COc1ccc(/C=C/C(=O)OCCNC(=O)c2ccncc2)cc1OC	7%	13%	-41%[inhibitor]	-5%[7.66 µM]	0%	4	i	4%	?
OC[C@@H]1CN(Cc2ccc3c(c2)OCO3)C[C@H](n2cnc3c(N4CCCC4)ncnc32)O1	2%	10%	i	29%	34%	0	i	-4%	-1%
Clc1cccc(-c2ccnc3nc(-n4cccc4)nn23)c1	23%	14%	-16%[57.5 µM]	1%	-7%	16	i	?	-4%
CCOc1ccc(NC(=O)CCS(=O)(=O)c2ccc(Br)s2)cc1	1%	0%	i	15%	.	.	.	.	-26%
O=C1C=CC(=O)N1c1ccc2c(c1)C(NC(=O)C(F)(F)F)c1ccccc1-2 (configuration not stated)	.	-91%[inhibitor]	-7%	?	-18%	-62*	i	-66%[inhibitor]	-86%[inhibitor]
CN(CC(=O)Nc1cc(Cl)ccc1Cl)C1CCS(=O)(=O)C1 (configuration not stated)	-14%	-4%	i	5%	1%	-15	i	2%	-11%
O=C(NCCOCCO)C(=O)Nc1c2c(nn1-c1ccc(F)cc1)CSC2	23%	20%	i	9%	.	.	.	.	12%
COc1ccc(C(=O)COC(=O)CCn2nnc(-c3cccs3)n2)cc1	17%	15%	18%[57.5 µM]	2%	-6%	-12	i	0%	4%
CN(CC(=O)Nc1ccccc1Cl)C(=O)COC(=O)CSc1ccc(Cl)cc1	-16%	8%	?	4%	-4%	8	i	6%	-6%
Cc1ccc(C2=NCCn3c2c2ccc(C(F)(F)F)cc2[n+]3[O-])cc1	0%	3%	i	29%	-4%	37	i	0%	5%
CC1(C2CC2)NC(=O)N(CC(=O)N2CCN(c3ccccc3F)CC2)C1=O (configuration not stated)	13%	4%	-23%	4%	-6%	-15	i	-4%	6%
CCCCN(CCCC)Cc1cc(=O)oc2cc(OC)c(Cl)cc12	17%	24%	i	1%	22%	44	i	4%	11%
COc1ccc(N2CC(NC(=O)N3CCc4ccccc43)CC2=O)cc1OC (configuration not stated)	5%	-3%	-24%	3%	7%	1	i	-7%	-10%
CCOC(=O)[C@@H]1[C@H]2COc3cc(OC)ccc3[C@H]2N2C(=O)N(c3ccc(Cl)cc3)C(=O)[C@]12C	?	19%	-28%	-2%	-3%	13	i	9%	1%
CCOC(=O)C1CCN(C(=O)C2CCN(c3nn4c(=O)cc(C)nc4s3)CC2)CC1	5%	-8%	i	5%	6%	-13	i	0%	11%
COc1ccccc1CNc1nc(S(=O)(=O)c2ccccc2)c(Cl)s1	23%	20%	-43%[inhibitor]	?	11%	3	i	5%	10%
CC1Cc2cc(S(=O)(=O)NCc3ccc(F)cc3)ccc2N1C(=O)C1CCC1 (configuration not stated)	-23%	21%	-72%[inhibitor]	-4%	.	.	.	.	-7%
O=S(=O)(Nc1ncnc2scc(-c3ccc(F)cc3)c12)c1cc(F)ccc1F	5%	4%	-93%[inhibitor]	?	-3%	-9	i	1%	2%
C/C(=N\NC(=O)c1sccc1C)c1cccnc1	-15%	-2%	-10%	14%	1%	-17	i	-2%	8%
CCCCC(=O)N(c1ccc(C)c(C)c1)C1C=CS(=O)(=O)C1 (configuration not stated)	-10%	-19%	i	0%	-2%	-17	i	8%	12%
COc1ccc(C(=O)OCCN2CCOCC2)cc1	-12%	10%	i	11%	7%	20	i	-8%	14%

Whole records, looked up by structure:
Profile of CCOC(=O)C1CCN(C(=O)C2CCN(c3nn4c(=O)cc(C)nc4s3)CC2)CC1 → FUS yeast rescue: 5%; TDP-43 yeast inh: -8%; PTHR1 agonist: i; GLP1R inv ag: 5%; GLP-1R agonist: 6%; D3 antag: -13; Akt phos inh: i; aSyn yeast inh: 0%; Abeta yeast res: 11%
Profile of C/C(=N\NC(=O)c1sccc1C)c1cccnc1 → FUS yeast rescue: -15%; TDP-43 yeast inh: -2%; PTHR1 agonist: -10%; GLP1R inv ag: 14%; GLP-1R agonist: 1%; D3 antag: -17; Akt phos inh: i; aSyn yeast inh: -2%; Abeta yeast res: 8%

Further entries follow.
SMILES	FUS yeast rescue	TDP-43 yeast inh	PTHR1 agonist	GLP1R inv ag	GLP-1R agonist	D3 antag	Akt phos inh	aSyn yeast inh	Abeta yeast res
Cc1cc(-c2ccccc2)nc(N/N=C/c2ccco2)n1	33%	-10%	-16%[57.5 µM]	-3%	-9%	25	i	0%	-2%
Cc1ccc(CN2C(=O)N(c3ccc(F)cc3)C(=O)C2CC(=O)Nc2ccc(Cl)cc2)cc1 (configuration not stated)	37%	-5%	-23%	-9%	.	.	.	.	-7%
CN(C)CCCN(C(=O)c1cc2cc([N+](=O)[O-])ccc2s1)c1nc2cc3c(cc2s1)OCCO3	.	2%	-49%[inhibitor]	?	-21%	9	i	-1%	-3%
CCOc1ccc(N2C(=O)S/C(=C\c3ccc(O)c(OCC)c3)C2=O)cc1	-5%	8%	-41%[inhibitor]	6%	13%	-13	i	2%	3%
CCOc1ccc(/C=N/Nc2nc(=O)[nH]nc2C)cc1OC	-18%	10%	-6%	9%	21%	7	i	-3%	-7%
COc1cccc(OC)c1C(=O)NNC(=O)c1ccccc1-n1cccc1	25%	-25%[0.397 µM]	6%	6%	3%	-13	i	-8%	-1%
Cn1cccc/c1=N\c1cccc[n+]1C	18%	-7%	-39%[inhibitor]	-15%	-8%	11	i	1%	-17%
O=C(CN(c1ccccn1)S(=O)(=O)c1ccc(F)cc1)Nc1ccc(F)cc1F	4%	5%	-5%	-4%	-2%	-23	i	-3%	-12%
COC(=O)C(NC(=O)COc1ccccc1)(Nc1nc2c(s1)CCCC2)C(F)(F)F (configuration not stated)	30%	0%	-32%[inhibitor]	0%	6%	-20	i	8%	12%
COc1ccc(CCNC(=O)C2CC3Cn4c(nc5ccccc54)C3N2c2ccccc2)cc1 (configuration not stated)	-23%	1%	i	-6%	-5%	-11	i	5%	2%
CCC(C)Sc1nnc(CSc2nc(C)cc(C)n2)n1C (configuration not stated)	2%	22%	i	29%	10%	-1	i	5%	10%
CCOC(=O)C1(Cc2ccccc2)CCN(Cc2cnn(CC)c2)CC1	8%	-11%[9.22 µM]	i	-12%	19%	-16	i	8%	13%
Cn1cccc1/C=N/N1CCN(c2ccccn2)CC1	.	-7%	-15%	11%	3%	-2	i	4%	-6%
COc1ccc(-n2nc(C(=O)NCC(=O)NCc3ccc(F)cc3)c3ccccc3c2=O)c(OC)c1	18%	-7%	i	-10%	-8%	-13	i	-3%	6%
COc1ccccc1N1CCN(C(=O)CN(C)S(=O)(=O)c2ccc(C)cc2)CC1	16%	?	-64%[inhibitor]	-27%	4%	-4	i	5%	6%
COc1ccc(OC)c(S(=O)(=O)NCc2ccccn2)c1	-18%	2%	i	8%	-5%	-5	i	-6%	-15%
Cc1cc(C(=O)N2CCc3c([nH]c4ccccc34)C2c2cccc(Cl)c2)nn1C (configuration not stated)	24%	10%	10%	?	9%	-9	i	2%	-52%[inhibitor]
CC(C)(C)C(=O)NC(=S)Nc1ccccn1	14%	29%	i	3%	10%	-4	i	?	?

Screens (PubChem)
